From PubChem
697 NFkB inh – lowers PMA/ionomycin-induced NF-kB signal in 697 B cells; 697 B-cell NF-kB luciferase reporter, 16 h; inhibition, % at 4 µM; 0.33% of 330,000 active; in the data active = inhibition above about 35%
Jurkat NFkB inh – lowers PMA/ionomycin-induced NF-kB signal in Jurkat cells | PMA/ionomycin-induced NF-kB luciferase reporter, luminescence | inhibition, % at 4 µM | AID 435003 | 0.53% of 330,000 active; in the data active = inhibition above about 50%
tim10-1 inh – inhibits growth of tim10-1 mutant yeast | 2.2% of 330,000 active | AID 463190 | S. cerevisiae tim10-1 ts strain growth, BacTiter-Glo, 24 h | inhibition, % at 20 µM;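 active = inhibition of at least 40%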;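 note: mutant grown at 25 °C; 0% = DMSO wells with yeast and 100% = wells holding no yeast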
TIM10 inh – growth inhibitors of TIM10 yeast strain | S. cerevisiae TIM10 strain growth, BacTiter-Glo luminescence, 24 h | inhibition, % at 10 µM | 1.4% of 330,000 active | AID 463195;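 active = inhibition of 40% or more at the single tested concentration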;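 note: wild-type TIM10 isogenic control strain grown at permissive 25 °C; 0% = DMSO yeast wells and 100% = minimal medium wells without yeast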
CHOP UPR activ – activators of apoptotic arm of unfolded protein response (CHOP) | 0.34% of 330,000 active | CHO-CHOP luciferase reporter, UPR activation, luminescence; percent of tunicamycin response over DMSO baseline | activation, % at 10 µM;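 active = at 10 µM dose, activation of 40% or more, normalized to positive control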;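 note: 100% = tunicamycin at 10 µg/mL and 0% = DMSO alone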
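Test system: CHO CHOP reporter cells. Input: 500 CHO-CHOP cells per well. Medium: F12 with 10% FBS. Technique: luciferase luminescence. Measure: percent activation relative to tunicamycin control. Dosing: 10 µM compound, 0.5% DMSO. Timing: 16-18 h cell attachment, then 6 h compound exposure, 37 °C.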
XBP1 UPR activ – activators of adaptive arm of unfolded protein response (XBP1). CHO-XBP1 luciferase reporter, IRE1-XBP1 UPR activation, luminescence; percent of tunicamycin response, DMSO as zero. AID 463104. 0.33% of 330,000 active. activation, % at 20 µM;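 active = versus positive control, 20 µM dose yields 30% or more activation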;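 note: 100% = tunicamycin at 10 µg/mL and 0% = DMSO only wells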
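Signal: luciferase luminescence; Assay system: CHO-XBP1 luciferase reporter cells; Amount: one thousand reporter cells per well; Dosing: 20 µM single concentration, DMSO 1%; Benchmarks: high control tunicamycin 10 µg/mL final, low control DMSO vehicle only; Schedule: 6 h compound exposure at 37 °C, 5% CO2; Evaluation: percent activation relative to tunicamycin reference.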
Mdm2 MdmX PPI – disrupts the human Mdm2-MdmX interaction. inhibition, % at 8 µM. 3% of 330,000 active. SaOS-2 split-luciferase Mdm2/MdmX complementation, luminescence. AID 485346;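 active = inhibition of at least 50% at 8 µM in the primary screen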
Target sequence (O15151 whole entry, looked up): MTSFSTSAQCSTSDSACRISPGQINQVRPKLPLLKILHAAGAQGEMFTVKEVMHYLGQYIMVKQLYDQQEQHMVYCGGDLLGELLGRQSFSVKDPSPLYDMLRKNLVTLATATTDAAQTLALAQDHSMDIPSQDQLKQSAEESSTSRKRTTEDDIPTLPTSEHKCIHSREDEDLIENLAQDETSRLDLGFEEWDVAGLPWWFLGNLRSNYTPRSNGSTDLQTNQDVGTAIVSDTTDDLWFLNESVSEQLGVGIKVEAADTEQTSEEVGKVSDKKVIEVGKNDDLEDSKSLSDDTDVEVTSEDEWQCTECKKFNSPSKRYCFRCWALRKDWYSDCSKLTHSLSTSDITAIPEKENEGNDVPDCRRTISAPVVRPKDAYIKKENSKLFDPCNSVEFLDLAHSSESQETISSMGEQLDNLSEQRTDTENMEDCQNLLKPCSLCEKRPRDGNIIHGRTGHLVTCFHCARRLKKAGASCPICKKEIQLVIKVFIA
Target sequence (Q00987 whole entry, looked up): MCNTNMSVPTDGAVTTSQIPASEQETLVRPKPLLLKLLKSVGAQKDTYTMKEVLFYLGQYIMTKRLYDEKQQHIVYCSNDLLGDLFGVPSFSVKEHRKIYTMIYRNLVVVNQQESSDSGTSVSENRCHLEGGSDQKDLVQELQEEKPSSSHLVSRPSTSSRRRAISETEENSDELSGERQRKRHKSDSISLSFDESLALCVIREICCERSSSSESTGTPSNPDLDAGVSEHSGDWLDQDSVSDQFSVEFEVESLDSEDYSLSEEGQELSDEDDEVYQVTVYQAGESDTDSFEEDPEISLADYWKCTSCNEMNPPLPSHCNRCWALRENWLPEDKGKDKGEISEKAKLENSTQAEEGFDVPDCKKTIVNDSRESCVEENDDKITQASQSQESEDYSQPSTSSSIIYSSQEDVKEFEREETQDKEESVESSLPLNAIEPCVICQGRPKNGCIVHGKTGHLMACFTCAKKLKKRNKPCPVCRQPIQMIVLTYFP
tim23-1 inh – tim23-1 yeast growth inhibition; S. cerevisiae tim23-1 growth, BacTiter-Glo luminescence, 24 h; inhibition, % at 20 µM; 1.3% of 330,000 active;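 active = growth inhibition of the mutant yeast at or above 50%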;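 note: temperature-sensitive mutant grown at 25 °C; plate controls were DMSO-treated mutant yeast for no effect and medium wells lacking yeast for full effect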
Starred values were filed as active, the others as inactive; . = not tested or not shown.

A first look, two compounds:
SMILES	697 NFkB inh	Jurkat NFkB inh	tim10-1 inh	TIM10 inh	CHOP UPR activ	XBP1 UPR activ	Mdm2 MdmX PPI	tim23-1 inh
COc1ccc(Br)cc1S(=O)(=O)Nc1ncn[nH]1	19	-8	8	2	0.7	-1	8	3
COCC(C)n1c(C)cc(C(=O)Cn2c(=O)oc3ccccc32)c1C (centres undefined)	-36	-14	21	10	0.4	0	-34	8

This part in full, from the first entry:
SMILES	697 NFkB inh	Jurkat NFkB inh	tim10-1 inh	TIM10 inh	CHOP UPR activ	XBP1 UPR activ	Mdm2 MdmX PPI	tim23-1 inh
COc1ccc(Br)cc1S(=O)(=O)Nc1ncn[nH]1	19	-8	8	2	0.7	-1	8	3
COCC(C)n1c(C)cc(C(=O)Cn2c(=O)oc3ccccc32)c1C (centres undefined)	-36	-14	21	10	0.4	0	-34	8
CCOc1ccccc1NC(=O)/C=C/c1ccccc1[N+](=O)[O-]	10	-18	29	9	-1.3	-1	14	15
CCOc1ccc(N=C2NC(=O)C(CC(=O)O)S2)cc1 (centres undefined)	13	10	8	-9	-0.4	1	-2	8
COCCCN1C(=O)C(=O)/C(=C(/O)c2ccc(C)cc2)C1/C=C/c1ccccc1 (centres undefined)	12	3	-10	12	-0.7	-3	13	-10
Nc1c(C(=O)Nc2cccc(C(=O)O)c2)sc2nc3c(cc12)CCCC3	16	70*	-11	0	-9.0	-16	-2	0
Cc1ccc(/C=N/N2CCN(c3ccccn3)CC2)cc1	-76	-71	-10	-12	3.6	-1	-7	6
CCCCN(C)Cc1c(C)[nH]c2c(Cl)cccc2c1=O	7	-1	4	7	-1.6	0	14	8
CC(Oc1ccc(Br)cc1)C(=O)Nc1nnc(C2CC2)s1 (centres undefined)	1	3	24	-4	0.5	2	10	43
Cn1nc(Oc2nc(N3CCOCC3)nc(N3CCOCC3)n2)ccc1=O	12	-1	4	-5	-1.2	-1	25	-21
OCCN1CCN(CCCN2c3ccccc3Sc3ccc(C(F)(F)F)cc32)CC1	-5	-3	42*	20	0.3	-7	61*	6
S=C(NCC1CCCO1)N1CCN(c2nc(-c3ccc(Cl)cc3)cs2)CC1 (centres undefined)	-2	21	51*	40*	-0.6	-3	8	50*
CCOC(=O)C1C(c2cccs2)NC(=O)NC1(O)C(F)(F)F (centres undefined)	-1	8	-22	-15	3.4	-2	17	-14
COc1ccc(-c2cc(C(=O)Nc3ccc(O)cc3)c3ccccc3n2)cc1OC	-3	-29	6	11	4.4	6	17	-3
Cn1c(/C(C#N)=C(\O)c2ccccc2Cl)nc2ccccc21	7	4	-3	1	2.6	1	25	-5
COc1ccccc1C1=NOC(CN2C(=O)c3ccccc3S2(=O)=O)C1 (centres undefined)	-77	-10	-2	-14	3.2	4	-5	9
COc1ccccc1NC(=O)CSc1nnc(-c2ccncc2)n1CC1CCCO1 (centres undefined)	16	8	10	2	-0.3	0	-14	9
COc1ccc(/C=C2\NC(=S)N(CC3CCCO3)C2=O)c(OC)c1 (centres undefined)	21	-11	38	32	4.1	-2	-16	43
CCOC(=O)c1ccc(/C=C2/C=C(c3ccccc3)N(c3ccc(Cl)c(C(=O)O)c3)C2=O)cc1	27	7	32	6	-0.8	-5	3	31
Cc1nn2c(-c3ccco3)nnc2c2ccccc12	-7	-3	36	62*	-2.4	2	8	43
COc1ccc(CNC(=O)CCCn2c(=S)[nH]c3cc4c(cc3c2=O)OCO4)cc1	0	25	-9	-11	-0.4	-1	12	-11
COC(=O)C1=C(C)N(C)C(C)=C(C(=O)OC)C1c1ccc(Cl)cc1	9	13	3	7	-1.3	-2	15	9
Cn1c(C(=O)N2CCN(c3cccc(C(F)(F)F)c3)CC2)cc2sccc21	10	7	37	26	0.4	-1	-13	26
NC(=O)c1ccc(Cl)c2ccccc12	-16	-45	31	-15	-0.3	-7	-7	-1
Cc1cc(C)c(S(=O)(=O)NCCCn2ccnc2)cc1C	-10	-6	16	-4	5.2	-2	16	14
COc1cccc(NC2CC(=O)N(CCc3ccccc3)C2=O)c1 (centres undefined)	-13	-2	10	0	-0.7	-2	14	5
COc1ccc(CN2CC(COCc3ccccc3)Oc3ccccc3S2(=O)=O)cc1 (centres undefined)	-11	.	10	-10	2.2	-2	14	32
Cc1ccc(-n2ncc(C(=O)NCC3CCN(C4CCCC4)C3)c2C2CCN(C(=O)OC(C)(C)C)CC2)cc1C (centres undefined)	4	-5	5	10	0.1	-2	13	-14
Cc1ccc(NC(=O)NCCN2CCN(C(=O)Nc3ccc(C)cc3)CC2)cc1	10	-2	-15	8	1.3	-2	9	0
COc1ccc2ccccc2c1CNC(C)CCc1ccccc1 (centres undefined)	-17	11	5	6	0.1	-2	32	0
COCCN(C(=O)CNC(=O)c1ccco1)C(C(=O)NC1CCCC1)c1ccc(OC)c(OC)c1 (centres undefined)	13	-2	-5	9	1.8	0	-8	3
O=C(Nc1ccc2nsnc2c1)N1CCCCCC1	-45	-25	12	-13	4.2	1	-52	-1
COc1ccc(OC)c(Nc2nc(C)nc3c2oc2ccccc23)c1	-6	-3	6	33	-0.3	7	25	31
CCCCn1c(NC(=O)c2ccc(Br)o2)c(S(=O)(=O)c2ccccc2)c2nc3ccccc3nc21	7	-8	26	22	2.5	2	20	34
O=C(CSc1ccc(-c2ccc(Cl)cc2)nn1)Nc1ccc2c(c1)OCCO2	-6	-9	16	-19	7.1	0	-22	1
FC(F)(F)c1cc(Oc2ccccc2Cl)nc(-c2ccccn2)n1	-12	3	33	28	-2.6	5	30	37
NC(=O)Nc1ccc(C(=O)OCC(=O)N2CCc3ccccc3C2)cc1	19	0	-2	9	0.0	2	24	0
Cc1csc(=O)n1CC(=O)Nc1ccc(Cl)cc1F	11	-4	5	0	1.5	3	-21	7
CCOc1ccc(C2CC(=O)NC3=C2C(=O)CCC3)cc1 (centres undefined)	1	-7	2	7	-1.2	-1	24	3
O=C(O)c1cncc(C#CCC2CCCCC2)c1	-58	-23	14	13	3.9	5	2	19
Cc1onc(-c2ccccc2Cl)c1C(=O)N1CCc2ccccc21	3	4	34	2	0.4	0	30	11
CCc1nnc(NC(=O)CSc2nnc(-c3ccccc3O)n2-c2ccc(C)cc2C)s1	-39	12	14	17	-2.9	0	63*	10
CCOC(=O)CSc1n[nH]c(NC(C)=O)n1	22	0	5	-1	-3.1	-1	21	-1
O=C(Nc1ccc(N2CCOCC2)cc1N1CCOCC1)c1ccco1	-2	11	15	3	0.6	-1	3	6
COc1ccc(-n2c(=S)[nH]c3cc(C(=O)O)ccc3c2=O)cc1	7	0	0	15	1.6	-1	23	9
O=C(CSc1nnc(N2CCOCC2)n1-c1cccc(F)c1)N1CCN(c2ccccn2)CC1	1	-11	-7	5	2.3	-2	2	0
CCOC(=O)C1(CC2CCCCO2)CCN(Cc2cn[nH]c2-c2cccc(F)c2)CC1 (centres undefined)	-13	14	-2	-28	0.7	-4	-8	12
Nc1nc(Cn2nnc(-c3ccccc3F)n2)nc(N2CCOCC2)n1	-6	-11	26	-22	-0.2	0	18	-2
Cc1cc(C(=O)CSc2n[nH]c(N)n2)c(C)n1-c1ccccc1	-37	-66	13	3	2.4	-2	-9	28
C/C(=N/NC(=O)CNC(=O)COc1cccc(C)c1)c1ccc(Cl)cc1	13	-9	16	-2	0.1	0	26	1

Pulled one by one from above (5):
SMILES	697 NFkB inh	Jurkat NFkB inh	tim10-1 inh	TIM10 inh	CHOP UPR activ	XBP1 UPR activ	Mdm2 MdmX PPI	tim23-1 inh
CCOC(=O)CSc1n[nH]c(NC(C)=O)n1	22	0	5	-1	-3.1	-1	21	-1
COc1ccc(-n2c(=S)[nH]c3cc(C(=O)O)ccc3c2=O)cc1	7	0	0	15	1.6	-1	23	9
Cc1onc(-c2ccccc2Cl)c1C(=O)N1CCc2ccccc21	3	4	34	2	0.4	0	30	11
C/C(=N/NC(=O)CNC(=O)COc1cccc(C)c1)c1ccc(Cl)cc1	13	-9	16	-2	0.1	0	26	1
O=C(Nc1ccc(N2CCOCC2)cc1N1CCOCC1)c1ccco1	-2	11	15	3	0.6	-1	3	6

New compounds follow.
SMILES	697 NFkB inh	Jurkat NFkB inh	tim10-1 inh	TIM10 inh	CHOP UPR activ	XBP1 UPR activ	Mdm2 MdmX PPI	tim23-1 inh
c1ccc(COc2ccccc2CNC2CCCC2)cc1	1	0	5	-23	-1.7	1	37	-12
COc1ccc(CCNC(=O)CN2CCN(Cc3ccc(F)cc3)C2=O)cc1OC	0	-8	8	0	-2.6	-1	-22	7
COc1cccc(/C=N\NC(C)=O)c1OC/C=C/c1ccccc1	1	0	16	-1	-1.3	-3	22	33
Cc1cccc(N(CC(=O)NC2CCCC2)C(=O)CNC(=O)c2ccco2)c1C	17	-2	-9	3	1.6	-1	5	19
Cn1c(=O)[nH]c(=O)c2c1nc(N1CCN(CCO)CC1)n2Cc1ccccc1Cl	-52	-39	-6	2	-1.1	-6	-8	5
Cc1ccc(C)c(N(CC(=O)N2CCCC2)S(C)(=O)=O)c1	-8	-8	-10	1	0.4	0	1	3
C/C(CC(=O)NC1CCCCCC1)=N\NC(=O)c1cnccn1	5	-15	4	19	0.0	-1	37	19
CCOC(=O)C1(Cc2cccc(Cl)c2)CCCN(C(=O)C(C)(C)C)C1 (centres undefined)	-13	-23	29	10	2.5	0	-3	32
COc1ccc(NC(=O)NC2CCCCCCC2)c(OC)c1	-11	-17	14	-7	2.9	0	-16	31
Cc1ccc2[nH]c3c(Cl)ncnc3c2c1	-13	-3	28	31	6.3	4	18	28
c1ccc(-c2ccccc2OCCOCCN2CCCCC2)cc1	-62	23	20	1	-1.2	0	8	18
CC(=O)Nc1ccc(SCC(=O)Nc2ccc(Cl)cn2)cc1	-9	7	10	5	0.2	-2	30	1
COc1ccccc1NC(=O)C/C(C)=N/NC(=O)C12CC3CC(CC(C3)C1)C2	5	21	22	29	-1.0	-3	10	24
COC1CCN(C(=O)c2ccc3oc(C(C)C)nc3c2)CC1	-10	2	16	-6	2.5	-9	28	11
O=C(Nc1ccc(F)cc1F)c1ccc(COc2c(F)c(F)cc(F)c2F)o1	-2	7	19	24	-1.8	1	-23	22
COc1cc(OC)cc(C(=O)NCCn2ccc3ccccc32)c1	3	5	24	6	1.4	1	10	33
CCOc1ccccc1NC(=O)c1nnn(CC(=O)Nc2cc(C)cc(C)c2)c1N	-27	-4	9	-4	-1.7	-5	32	-4
O=C(NC(=S)NCCN1CCOCC1)c1ccc(Cl)cc1	-11	12	12	5	-0.7	0	-4	-2
CCCNc1nc2c(c(=O)[nH]c(=O)n2C)n1Cc1cccc(Br)c1	30	-4	8	0	1.5	2	66*	-6
COc1cc(-c2ccccc2)nc(N)n1	-8	-36	3	4	0.8	2	-23	3
COc1ccc(CNC(=O)/C=C/c2ccc(OCCCF)cc2)cc1	13	-5	22	10	0.7	3	14	28
CC(C)(C)c1ccc(OCCNC(=O)Cc2ccc(F)cc2)cc1	6	5	4	-3	-0.2	1	10	-2
CCOC(=O)CCc1c(C)nc2cc(-c3ccc(F)cc3)[nH]n2c1=O	-8	-8	-3	-10	3.5	-1	10	-6
O=C(Cc1cccs1)N1CCN(C(=O)C2CCCO2)CC1 (centres undefined)	10	5	12	-9	0.3	-5	17	17
CC(C)C(c1nnnn1Cc1ccccc1)N(Cc1ccco1)Cc1cccs1 (centres undefined)	35*	-3	7	-2	-1.3	-1	29	6
Cc1ccc(C(C(=O)NC2CCCC2)N(Cc2ccc3c(c2)OCO3)C(=O)c2snc(C(N)=O)c2N)cc1 (centres undefined)	7	0	14	-2	-0.4	-3	-2	-7
c1ccc(CCNc2ncnc3ccccc23)cc1	49*	37	2	13	3.1	-1	-1	-4
